# Assay outcomes from PubChem BioAssay.
# aGlu spleen mod: qHTS Assay for Inhibitors and Activators of Human alpha-Glucosidase From Spleen Homogenate; Lysosomal alpha-glucosidase (Homo sapiens), P10253; human spleen homogenate, 4-MU-alpha-glucoside fluorescence; Potency, µM (series often up to 79.9 µM), without a hit: at the top dose activity change, negative = inhibition, most hits filed as inhibitors; 240,000 compounds, 0.006% hits; AID 2112, 2009;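 also: 0% = enzyme with vehicle and -100% = no enzyme basal signal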
#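 Compounds were titrated against alpha-glucosidase in spleen homogenate at pH 5.0, with 1 mM 4-methylumbelliferyl substrate for 40 min at 37 C. Reactions were quenched with pH 10 NaOH/glycine and fluorescence measured.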
# SMN2 splice enh: qHTS Assay for Enhancers of SMN2 Splice Variant Expression | 210,000 compounds, 2.8% hits | Potency, µM (doses to about 46.1 µM), without a hit: top-dose activity change, positive = activation, hits mostly activators | AID 1458, 2008 | HEK293 SMN2-luciferase splicing reporter, luminescence, 30-36 h; also: % of control where 0% means no effect; nearly all actives have a fitted effect of over 55% in size
#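 HEK293 cells carry an SMN2 […]–luciferase reporter in which exon 7 inclusion puts luciferase in frame. Cells were plated 10-12 h before compound addition, then incubated 30-36 h at 37C. ONE-Glo luminescence was read; sodium butyrate at 4.5 mM final served as control.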
# RGS12 GoLoco inh: qHTS Assay for Inhibitors of RGS12 GoLoco Motif Activity (Red Fluorophore); Gai1:RGS12 GoLoco peptide FP, rhodamine, 10 min; Potency, µM (doses to about 61.6 µM), for inactives: top-dose activity, negative = inhibition, hits mostly inhibitors; Guanine nucleotide-binding protein G(i) subunit alpha-1 (Homo sapiens), P63096; 230,000 compounds, 0.44% hits; active = well fitted inhibition curve with a large enough effect, not every such curve was filed as active; inactive = no such curve, though single readings can be large or run the other way; also: % is scaled to controls: 0 for no effect and ±100 for the full control effect; nearly all actives have a fitted effect of over 30% in size; many of its hits are not listed in these tables
# ALDH1A1 block: qHTS Assay for Inhibitors of Aldehyde Dehydrogenase 1 (ALDH1A1) | Aldehyde dehydrogenase 1A1 (Homo sapiens), P00352 | Purified ALDH1A1, NADH fluorescence, propionaldehyde substrate | Potency, µM (top dose mostly 75.3 µM), for inactives: top-dose activity, negative = inhibition, most hits filed as inhibitors | 220,000 compounds, 7.3% hits; active = well fitted inhibition curve with a large enough effect, not every such curve was filed as active; inconclusive = small, poorly fitted or top-dose-only effect, or another doubt; inactive = no such curve, though single readings can be large or run the other way;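 also: plate controls were no enzyme wells and a reference inhibitor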
# Target sequence (P00352 whole entry, looked up): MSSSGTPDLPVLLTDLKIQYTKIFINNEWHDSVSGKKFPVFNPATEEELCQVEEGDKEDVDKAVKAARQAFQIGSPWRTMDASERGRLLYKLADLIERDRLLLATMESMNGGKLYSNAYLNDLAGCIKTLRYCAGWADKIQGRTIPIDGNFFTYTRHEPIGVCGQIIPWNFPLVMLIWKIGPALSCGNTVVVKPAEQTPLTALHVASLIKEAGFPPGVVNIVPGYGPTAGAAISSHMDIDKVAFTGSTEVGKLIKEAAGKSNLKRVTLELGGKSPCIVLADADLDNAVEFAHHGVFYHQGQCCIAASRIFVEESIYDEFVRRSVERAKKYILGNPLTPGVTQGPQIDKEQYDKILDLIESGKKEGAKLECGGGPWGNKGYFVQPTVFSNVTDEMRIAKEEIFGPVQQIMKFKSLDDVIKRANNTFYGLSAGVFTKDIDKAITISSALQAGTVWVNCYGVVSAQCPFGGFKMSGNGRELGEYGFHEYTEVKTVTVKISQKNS
# GLA spleen mod: qHTS Assay for Inhibitors and Activators of Human alpha-Galactosidase From Spleen Homogenate; 240,000 compounds, 0.008% hits; Potency, µM (series often up to 80 µM), inactives show top-dose activity change, negative = inhibition, most hits filed as inhibitors; human spleen homogenate, 4MU-alpha-Gal fluorescence, 40 min;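 also: 0% = enzyme with vehicle and -100% = no enzyme basal signal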
#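 Inhibition or activation of alpha-galactosidase in human spleen homogenate is scored by 4-MU fluorescence after 40 min at 37C, pH 5.0, with 1 mM substrate. AC50s come from concentration-response fitted to the Hill equation.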
# GAA inh: qHTS Assay for Inhibitors of Human alpha-Glucosidase as a Potential Chaperone Treatment of Pompe Disease. 200,000 compounds, 0.005% hits. purified human GAA, 4-MU-alpha-glucoside fluorescence. Potency, µM (titrated, usually from 76.9 µM), inactives show at the top dose activity change, negative = inhibition, most hits filed as inhibitors. Lysosomal alpha-glucosidase (Homo sapiens), P10253;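 also: plate controls were uninhibited enzyme wells for no effect and no-enzyme background for full effect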
#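 Human enzyme at 4 nM with 400 uM 4-methylumbelliferyl-alpha-D-pyranoside, citrate/phosphate buffer pH 5.0, 0.005% Tween-20, 20 min at room temperature. Compounds up to 77 uM. 4-MU fluorescence (Ex 365/Em 440) read after NaOH/glycine stop; AC50 from Hill fit.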
# KDM4E inh: qHTS Assay for Inhibitors of Human Jumonji Domain Containing 2E (JMJD2E). Lysine-specific demethylase 4E (Homo sapiens), B2RXH2. 230,000 compounds, 1.6% hits. JMJD2E catalytic domain, FDH-coupled NADH fluorescence (FDH is formaldehyde dehydrogenase). Potency, µM (titrated, usually from 57.1 µM), for the others: at the top dose activity change, negative = inhibition, usual class: inhibitors; active = well fitted inhibition curve with a large enough effect, not every such curve was filed as active; inconclusive = small, poorly fitted or top-dose-only effect, or another doubt; inactive = no such curve, though single readings can be large or run the other way;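 also: 0% = wells with enzyme and -100% = buffer wells without enzyme; nearly all actives have a fitted effect of over 50% in size; many of its hits are not listed in these tables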
# Target sequence (B2RXH2 1-337 limits assumed): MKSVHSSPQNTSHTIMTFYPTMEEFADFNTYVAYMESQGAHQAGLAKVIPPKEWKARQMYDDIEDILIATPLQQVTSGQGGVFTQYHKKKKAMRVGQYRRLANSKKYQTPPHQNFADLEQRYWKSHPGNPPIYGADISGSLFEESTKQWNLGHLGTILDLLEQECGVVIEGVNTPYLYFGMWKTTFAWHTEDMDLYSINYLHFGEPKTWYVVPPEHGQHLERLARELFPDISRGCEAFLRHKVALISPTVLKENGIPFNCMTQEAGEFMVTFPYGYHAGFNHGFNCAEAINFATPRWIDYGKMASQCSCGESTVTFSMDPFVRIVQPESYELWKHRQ
# GAA glycogen mod: qHTS Assay for Inhibitors and Activators of Human alpha-Glucosidase Cleavage of Glycogen; recombinant GAA, glycogen substrate, Amplex Red glucose oxidase fluorescence; 300,000 compounds, 0.38% hits; Potency, µM (doses to about 76.4 µM), inactives show at the top dose activity change, negative = inhibition, actives largely listed as inhibitors;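 also: 0% = full enzyme reaction and -100% = no-enzyme basal signal; the screen sought inhibitors and activators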
#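 Natural-substrate format: glycogen cleavage by 4 nM human enzyme, glucose read by Amplex Red coupling (Ex 573, Em 610 nm). Normalized to enzyme and no-enzyme controls.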
# The depositor's hits bear a star; ? = inconclusive; . = no result given; & = joins results of further samples; [ ] = dose if it differs, or a comment. Unless noted, calls follow the shape of the dose curve; as a rule, active = well fitted curve in the direction sought with a large enough effect; inconclusive = small, poorly fitted or top-dose-only effect, or another doubt; inactive = no such curve, though single readings can be large; an effect the other way counts as inactive or inconclusive. Potency is read from the fitted curve at half-maximal effect.
cpd	mol	aGlu spleen mod	SMN2 splice enh	RGS12 GoLoco inh	ALDH1A1 block	GLA spleen mod	GAA inh	KDM4E inh	GAA glycogen mod
1	COc1cc([N+](=O)[O-])ccc1NC(=O)Oc1ccc(NC(C)=O)cc1	-4%	.	2%	.	-4%	.	5%	-22%
2	COc1ccc(-c2nnc(SCc3ncc(-c4ccccc4)o3)o2)cc1	-1%	5%	-4%	-9%	2%	-5%	-18%	-2%
3	Cc1noc(C)c1COC(=O)C(c1ccccc1)c1ccccc1	-2%	5%	3%	11µM*	-5%	-4%	3%	5%
4	COc1ccc(C2Nc3ccccc3C(=O)N2Cc2ccccc2)cc1Cn1nnc2ccccc21 (stereo unspecified)	10%	.	.	9%	19%	2%	-4%	-3%
5	Cc1ccc(N2C(=O)NC(NC(=O)C(C)(C)C)(C(F)(F)F)C2=O)cc1 (stereo unspecified)	-9%	.	.	1%	1%	4%	8%	-5%
6	O=C(CSc1ccc(-c2cccc([N+](=O)[O-])c2)nn1)N1CCCCCC1	.	-47%[inhibitor]	4%	?	-1%	3%	-5%	2%
7	CN1C(=O)C(O)(c2sc(N)nc2-c2ccccc2)c2ccccc21 (stereo unspecified)	2%	-20%	5%	-5%	0%	0%[15.4 µM]	3%	5%
8	O=C(NC1CCCCC1)C(c1cccnc1)N(C(=O)c1ccc(Cl)nc1)C1CCCCC1 (stereo unspecified)	5%	-8%	3%	8%	11%	2%	-3%	0%
9	O=C(CCN1C(=O)C2CC=C(Cl)CC2C1=O)Nc1ccccc1O (stereo unspecified)	0%	4%	9%	5%	6%	-4%	-5%	-8%
10	O=c1[nH]n2c(=O)c3c([nH]c2c1N=Nc1cccc(Cl)c1)CCC3	2%	-1%	-16%	?	0%	2%	-4%	4%
11	CCN(c1ccccc1)S(=O)(=O)c1ccc(OC)c(NC(=O)CNCC(C)O)c1 (stereo unspecified)	3%	?	-5%	-3%	3%	0%	-8%	9%
12	COc1cccc(Nc2nc3ccc(C(=O)c4ccccc4)cc3n3cnnc23)c1	9%	.	7%	.	8%	.	?	5%
13	Cc1noc(C)c1C(=O)N1CCN(Cc2ccc3c(c2)OCO3)CC1	-6%	0%	5%	7%	-1%	-7%	3%	2%
14	COc1ccc(C2c3c(oc4ccccc4c3=O)C(=O)N2c2ccccn2)cc1OC (stereo unspecified)	-6%	.	6%	10%	-1%	.	-3%	4%
15	O=C(CCc1ccccc1)NNC(=O)c1ccccn1	-3%	-105%[inhibitor]	-2%	1%	-2%	1%	?	-2%
16	CC1Nc2nc(NC(=O)C(C)(C)C)[nH]c(=O)c2N(C)C1C (stereo unspecified)	-1%	4%	6%	8%	0%	4%	7%	13%
17	Cc1ccc(NC(=O)Cn2c(=O)oc3ccccc32)cc1	-6%	.	5%	4%	-3%	10%	-2%	11%
18	CC1CCCCN1Cc1ccc(-c2nn[nH]n2)cc1 (stereo unspecified)	2%	-11%	-8%	-4%	9%	1%	0%	4%
19	Cc1ccc(S(=O)(=O)CCC(=O)OCC(=O)c2ccc(C)c(C)c2)cc1	-7%	9%	9%	?	-17%	-1%	4%	2%
20	COc1ccc(N=C2NN=C(c3ccc4c(c3)OCCO4)CS2)cc1	1%	-12%	7%	25µM*	-1%	-19%	-17%	?
21	COc1ccc(C(=O)NNC(=O)C2CCN(S(=O)(=O)c3ccc(C)cc3)CC2)cc1	-7%	.	6%	0%	-2%	8%	-4%	7%
22	CC(=O)N1CCN(c2ccccc2NC(=O)c2ccc(-c3cccc([N+](=O)[O-])c3)o2)CC1	-4%	-24%	10%	14µM*	-12%	1%	-12%	25%
23	Cn1ncc(N)c1C(=O)Nc1cccc(C(F)(F)F)c1	-1%	-17%	-2%	6%	-2%	-4%	-7%	-7%
24	CCc1ccc(NC(=O)c2ccc3c(=O)n4c(nc3c2)CCCCC4)cc1	6%	.	7%	.	2%	.	2%	4%
25	O=C(COC(=O)c1cccc(O)c1)Nc1ccc(OC(F)F)cc1	-5%	-17%	10%	10%	-9%	0%	14%	-11%
26	C[C@@H](C(=O)Nc1ccc2ccccc2c1)[C@H]1C[C@]1(C)[C@H](NC(=O)c1cnccn1)c1ccccc1	0%&2%	-11%&-18%	15%&-8%	11µM*	-4%&-3%	-12%	-3%&-11%	-7%
27	CCn1c2ccccc2c2nc3ccccc3nc21	4%	-29%	5%	?	1%	-1%	?	7%
28	Cc1ccccc1NC(=O)CCC(=O)OCC(=O)c1ccc(-c2ccccc2)cc1	5%	-9%	7%	?	4%	1%	-2%	7%
29	CC1(C)CC(=O)C([N+](=O)[O-])=C(NCCCO)C1	-3%	7%	-4%	-2%	-3%	-1%	-7%	13%
30	O=C1Nc2ccccc2OC1CC(=O)N1CCCC1 (stereo unspecified)	5%	-3%	-22%	?	12%	-5%	9%	-7%

# As entered above:
# `COc1ccc(N=C2NN=C(c3ccc4c(c3)OCCO4)CS2)cc1` @ aGlu spleen mod = 1%
# `O=C(NC1CCCCC1)C(c1cccnc1)N(C(=O)c1ccc(Cl)nc1)C1CCCCC1` (stereo unspecified) @ SMN2 splice enh = -8%
# `Cc1ccc(NC(=O)Cn2c(=O)oc3ccccc32)cc1` @ RGS12 GoLoco inh = 5%

# ALDH1A1 block, entries above that show a hit
no.	SMILES	aGlu spleen mod	SMN2 splice enh	RGS12 GoLoco inh	ALDH1A1 block	GLA spleen mod	GAA inh	KDM4E inh
3	Cc1noc(C)c1COC(=O)C(c1ccccc1)c1ccccc1	-2%	5%	3%	11µM*	-5%	-4%	3%
20	COc1ccc(N=C2NN=C(c3ccc4c(c3)OCCO4)CS2)cc1	1%	-12%	7%	25µM*	-1%	-19%	-17%
22	CC(=O)N1CCN(c2ccccc2NC(=O)c2ccc(-c3cccc([N+](=O)[O-])c3)o2)CC1	-4%	-24%	10%	14µM*	-12%	1%	-12%
26	C[C@@H](C(=O)Nc1ccc2ccccc2c1)[C@H]1C[C@]1(C)[C@H](NC(=O)c1cnccn1)c1ccccc1	0%&2%	-11%&-18%	15%&-8%	11µM*	-4%&-3%	-12%	-3%&-11%

# These rows are one share of the data. The share of hits here may be higher or lower than overall.
